Gli-Sufu block: antagonists of Gli-Sufu signaling. Sufu-KO-LIGHT fibroblasts, Gli luciferase reporter luminescence. inhibition, % at 5 µM. hit rate 0.74% among 340,000. AID 588413;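 active means inhibition above about 55%, limit read from the data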;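 further: 0% = DMSO-treated cells and 100% = wells with medium but no cells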
697 NFkB inh: inhibitors of the PMA/ionomycin-induced NF-kB reporter in 697 B cells; inhibition, % at 4 µM; hit rate 0.33% among 330,000; 697 B-cell NF-kB luciferase reporter, 16 h; in the data active means inhibition above about 35%
Jurkat NFkB inh: lowers PMA/ionomycin-induced NF-kB signal in Jurkat cells; PMA/ionomycin-induced NF-kB luciferase reporter, luminescence; inhibition, % at 4 µM; hit rate 0.53% among 330,000; AID 435003; in the data active means inhibition above about 50%
UBC13 polyUb: blocks human UBC13 polyubiquitin chain formation; inhibition, % at 20 µM; TR-FRET; hit rate 0.47% among 330,000; in the data active means inhibition above about 45%, passing the limit was not always enough
Target sequence (P61088 whole entry, looked up): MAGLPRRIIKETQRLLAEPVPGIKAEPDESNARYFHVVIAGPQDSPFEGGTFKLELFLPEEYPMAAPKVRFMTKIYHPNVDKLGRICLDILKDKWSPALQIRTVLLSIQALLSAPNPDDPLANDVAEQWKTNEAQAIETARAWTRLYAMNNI
EBI2 antag: antagonists of human EBI2 receptor; AID 651636; EBI2 beta-arrestin recruitment, luminescence, 7a,25-OHC stimulated; P32249; hit rate 0.81% among 360,000; inhibition, % at 5 µM; in the data active means inhibition above about 38%;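 further: enzyme fragment complementation signal reports receptor beta-arrestin coupling in cells; 0% = agonist plus DMSO wells and 100% = wells without agonist; some results beyond the cut were filed as inactive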
Target sequence (P32249 whole entry, looked up, the tested form may be a part): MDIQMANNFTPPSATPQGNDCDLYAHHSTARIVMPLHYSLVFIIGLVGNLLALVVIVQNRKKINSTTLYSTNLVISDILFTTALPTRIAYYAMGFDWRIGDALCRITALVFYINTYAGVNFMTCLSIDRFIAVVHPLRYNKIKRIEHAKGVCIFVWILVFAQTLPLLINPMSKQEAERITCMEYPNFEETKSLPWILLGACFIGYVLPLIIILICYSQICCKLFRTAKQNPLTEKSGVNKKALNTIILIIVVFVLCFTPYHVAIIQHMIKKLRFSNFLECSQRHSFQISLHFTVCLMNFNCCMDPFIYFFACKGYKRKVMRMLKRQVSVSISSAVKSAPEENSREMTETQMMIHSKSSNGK
CXCR6 inh: CXCR6 (human) receptor inhibition; AID 602244; CHO-K1 PathHunter CXCR6 beta-arrestin, luminescence; inhibition, % at 20 µM; hit rate 0.36% among 360,000; in the data active means inhibition above about 34%, passing the limit was not always enough;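 further: antagonist mode with CXCL16 agonist at 10 nM final; 0% = 10 nM CXCL16 with DMSO and 100% = unstimulated wells without agonist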
Target sequence (O00574 whole entry, looked up): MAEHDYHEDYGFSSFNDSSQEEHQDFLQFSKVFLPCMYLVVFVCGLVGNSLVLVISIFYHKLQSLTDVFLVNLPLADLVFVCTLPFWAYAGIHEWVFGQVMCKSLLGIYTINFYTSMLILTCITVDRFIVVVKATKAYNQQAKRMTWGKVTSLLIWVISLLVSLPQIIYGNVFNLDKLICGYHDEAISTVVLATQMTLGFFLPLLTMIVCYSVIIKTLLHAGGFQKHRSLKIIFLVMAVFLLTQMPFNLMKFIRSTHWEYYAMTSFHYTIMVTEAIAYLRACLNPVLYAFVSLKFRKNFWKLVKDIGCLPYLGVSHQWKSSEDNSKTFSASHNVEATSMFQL
CCR6 antagonist: CCR6 (human) receptor antagonism. P51684. CHO-K1 CCR6 PathHunter beta-arrestin, luminescence, CCL20-stimulated. inhibition, % at 20 µM. hit rate 0.49% among 340,000. AID 493098;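 active means compounds whose inhibition of the agonist-driven luminescence signal at 20 µM reaches about 50%, limit read from the data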;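 further: cells stimulated with CCL20 at 14 nM final; plate controls were DMSO with CCL20 for no effect and DMSO without agonist for full effect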
APJ antag: APJ receptor antagonism; P35414; hit rate 0.32% among 330,000; CHO-K1 APJ beta-arrestin complementation, luminescence; inhibition, % at 20 µM;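 active means inhibition above about 40% at 20 µM, limit read from the data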;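 further: cells challenged with 10 nM apelin-13 agonist together with compound; plate controls were apelin-13 plus DMSO wells for no effect and DMSO wells lacking apelin-13 for full effect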
An asterisk follows results filed as active; x = no result given.

SMILES | Gli-Sufu block | 697 NFkB inh | Jurkat NFkB inh | UBC13 polyUb | EBI2 antag | CXCR6 inh | CCR6 antagonist | APJ antag
CC(C)(C)c1cnnn1-c1cccc([N+](=O)[O-])c1 | 1 | -13 | 3 | -2 | -27 | 1 | -1 | -11
CCn1c(CC(=O)Nc2ccccc2)nnc1SCC(=O)NC1=NCCS1 | x | 11 | 8 | 2 | -14 | -6 | 14 | 2
CCCCSCCCNC(=O)c1ccc(CS(=O)(=O)c2ccccc2OC)o1 | 7 | -3 | 12 | 4 | 2 | 2 | 0 | 0
COc1cc(NC(=O)COc2cccc(C)c2C)ccc1NC(=O)c1ccco1 | 2 | 3 | 10 | 6 | 5 | -9 | 2 | -7
CSc1cccc(NC(=O)CN(C)S(=O)(=O)c2ccc(F)cc2)c1 | -5 | 8 | 0 | 8 | 7 | -4 | -14 | 18
O=C(COc1cccc(Br)c1)N/N=C1\CCSC1 | 1 | -15 | -86 | -7 | -4 | -1 | -6 | -4
COc1cccc(NC(=O)NC2(C(=O)N3CCN(C)CC3)CCCCC2)c1 | 8 | 8 | 12 | 1 | -3 | 0 | 10 | 10
CC(C)C(C(=O)NCC1CCCO1)N(Cc1ccco1)C(=O)CNS(=O)(=O)c1ccccc1 (stereo unspecified) | 1 | -15 | -5 | -3 | -3 | 11 | -10 | 12
COc1ccc(/C=N/N2C(=N)SCC2=O)cc1 | -14 | -30 | -8 | -8 | -1 | 9 | -3 | 1
O=C(O/N=C/c1ccc2c(c1)OCO2)c1ccc([N+](=O)[O-])cc1 | -2 | 13 | -9 | -10 | -10 | -8 | 0 | -11
Cc1nc(SCC(=O)NCC2CCCO2)c2c3c(sc2n1)CCC3 (stereo unspecified) | 6 | 10 | 10 | 10 | 6 | 5 | 17 | 24
Cc1ccc(S(=O)(=O)NCc2ccc(C(=O)NC3CCC(C)CC3)cc2)cc1 (stereo unspecified) | -5 | -25 | -11 | 7 | -1 | 4 | 19 | -7
Cc1ccc2cc(CCNS(=O)(=O)c3ccc(Cl)cc3)c(=O)[nH]c2c1C | -17 | -1 | 6 | -2 | -5 | -9 | 13 | 17
Cc1ccc(-c2csc(NC(=O)CN3C(=O)CCC3=O)n2)cc1 | -19 | -3 | -10 | -4 | -5 | -2 | 15 | 7
CN1/C(=C\C=C2/SC(=S)NC2=O)C(C)(C)c2ccccc21 | 71* | -42 | 29 | -428 | 4 | 36 | 40 | 25
COc1ccc(C=NNC(=O)c2ccccc2OCc2ccc(F)cc2)c(OC)c1 | -19 | -13 | 0 | -3 | 26 | 10 | 25 | -9
C/C(=N\Nc1ccc(S(N)(=O)=O)cc1[N+](=O)[O-])c1cccnc1 | 47 | -2 | -5 | -60 | -6 | 8 | -8 | -15
N#Cc1nc(-c2ccc(Cl)cc2)oc1NCc1cccc2c1OCO2 | 4 | 16 | -5 | 10 | -3 | 0 | -10 | -25
COc1ccc(NC(=S)N(CCCN2CCCC2)Cc2cccn2Cc2ccc(Cl)cc2)cc1Cl | 5 | -6 | -32 | 25 | 10 | 12 | 23 | 9
Cc1ccc(S(=O)(=O)CC(O)COc2ccc(C#N)cc2)cc1 (stereo unspecified) | -3 | 22 | 1 | 2 | 9 | -3 | 8 | -17
O=C(Nc1ncccc1O)c1cccc(S(=O)(=O)N2CCN(c3ccc(F)cc3)CC2)c1 | 1 | 6 | 7 | -1 | -6 | -5 | 6 | 5
CCCCCCC(=O)N/N=C1\CCCc2ccccc21 | 0 | 1 | -1 | 3 | -4 | -10 | 6 | 10
CS(=O)(=O)c1ccc(C(=O)NCCN2C(=O)S/C(=C\c3cccnc3)C2=O)cc1[N+](=O)[O-] | -1 | -78 | 18 | -19 | -1 | -5 | -2 | -36
COc1ccc(C(=O)N2CCN(C3CCCCC3)CC2)c(OC)c1 | 5 | -11 | -19 | -15 | 7 | 8 | -11 | -42
COc1ccc2c(c1)C(=O)CCC2c1ccccc1 (stereo unspecified) | 6 | -3 | 2 | 4 | 13 | 12 | 10 | -5
COc1ccc(CN(CC2CCCO2)S(=O)(=O)c2ccc(-n3cnnn3)c(OC)c2)cc1 (stereo unspecified) | 2 | -18 | 4 | -1 | 12 | 8 | 10 | 10
COc1cccc(C(=O)Nc2ccccc2N2CCOCC2)c1 | 3 | -19 | -2 | -5 | 0 | 1 | 6 | -31
Cc1nc(NC(=O)/C=C/c2ccccc2)sc1C(=O)Nc1cccc(Cl)c1 | 6 | 9 | 3 | -7 | 4 | -7 | 15 | -13
O=C(C[n+]1ccc2ccccc2c1)c1ccccc1 | 7 | -14 | -33 | 0 | 1 | 3 | 3 | 20
CC(C)C1CCN(C(=O)C2CCC(=O)N(CCc3ccc(Cl)cc3)C2)CC1 (stereo unspecified) | 17 | -36 | 5 | 0 | 79* | -9 | 5 | -3
Cc1cc(CN2CCC(N3CCC(C(=O)NC4CC4)CC3)CC2)cc(C)c1O | 11 | 28 | -4 | 0 | -7 | 2 | 16 | 2
COc1ccc(/C=C/C(=O)Nc2ccc(OC)nc2)cc1 | 26 | -2 | -12 | -32 | 44* | 3 | 3 | 0
Cc1ccc(OCCCn2c(=O)sc3ccccc32)cc1 | -14 | 4 | -10 | 9 | 2 | -4 | 11 | 6
CCOC(=O)c1ccc(/C=N/O)[n+](Cc2ccccc2)c1 | -10 | 8 | 2 | 0 | -10 | -3 | -8 | 15
COc1cccc(N(CC(=O)NCCSc2ccc(Cl)cc2)S(C)(=O)=O)c1 | -2 | 3 | -6 | 4 | 87* | -1 | 1 | 4
COc1ccccc1NC(=O)N1CCC(C(=O)c2ccc(F)cc2)CC1 | -1 | 6 | 11 | 10 | -1 | 2 | 11 | 21
Cc1nc(N2CCN(S(=O)(=O)c3ccccc3C#N)CC2)c2c(-c3ccccc3)csc2n1 | -9 | 21 | -8 | 1 | 5 | 11 | 6 | -6
CCC1=CC(c2ccccc2)n2ncnc2N1 (stereo unspecified) | -5 | 22 | 13 | 26 | 2 | 0 | 9 | 4
COc1ccccc1CCNC(=O)c1ccc(NC(=O)CC2SC(N3CCCCC3)=NC2=O)cc1 (stereo unspecified) | 4 | 11 | 13 | 7 | -7 | 7 | 6 | -4
Cc1cccc(NC(=O)COC(=O)Cc2cccc(C(F)(F)F)c2)c1C | -6 | -7 | 0 | -4 | -19 | 1 | -1 | 9
CCS(=O)(=O)Nc1ccc(-c2nnc(SCC(=O)c3cccc(OC)c3)o2)cc1 | 2 | 17 | 3 | -1 | 5 | 0 | -5 | -3
COc1ccc(NC(=O)CCN2CC(C)OC(C)C2)c(OC)c1 (stereo unspecified) | -2 | 2 | -19 | 6 | -19 | 4 | 15 | 5
CC(=O)Nc1ccc(NC(=S)NC(=O)c2ccc([N+](=O)[O-])cc2)cc1 | -11 | -25 | 28 | -5 | -7 | 6 | 22 | 7
O=C(Nc1ccccc1)N1CCN(c2ccccc2)CC1 | 3 | x | x | x | 19 | -2 | 9 | x
Cc1ccc(-c2csc(/C(C#N)=C(\O)CCl)n2)cc1 | 26 | x | x | x | 13 | -3 | 17 | x
C=CCOc1cccc(C(=O)Nc2ncn[nH]2)c1 | -7 | 0 | 12 | 6 | -7 | 0 | 2 | 6
CCN(CC)CCCN1C(=O)CSC1c1ccc2c(c1)OCO2 (stereo unspecified) | -1 | 9 | -6 | 2 | -7 | 3 | 10 | -24
CCN(CC)CC#CCC1(O)c2ccccc2-c2ccccc21 | 3 | -7 | -5 | 1 | -8 | -7 | -9 | 3
CCCn1c(C(C)Nc2nc(-c3ccc(C)cc3)cs2)nc2cc(Cl)c(N3CCCCC3)cc21 (stereo unspecified) | -1 | -9 | 2 | -20 | -4 | 11 | 6 | -87
CCCCC(=O)Nc1ccc(NC(=O)C2CC2)cn1 | -10 | 7 | -4 | -5 | -3 | 2 | -3 | 18

3 entries drawn at random from those above:
SMILES | Gli-Sufu block | 697 NFkB inh | Jurkat NFkB inh | UBC13 polyUb | EBI2 antag | CXCR6 inh | CCR6 antagonist | APJ antag
C=CCOc1cccc(C(=O)Nc2ncn[nH]2)c1 | -7 | 0 | 12 | 6 | -7 | 0 | 2 | 6
COc1ccc(NC(=S)N(CCCN2CCCC2)Cc2cccn2Cc2ccc(Cl)cc2)cc1Cl | 5 | -6 | -32 | 25 | 10 | 12 | 23 | 9
CCN(CC)CCCN1C(=O)CSC1c1ccc2c(c1)OCO2 (stereo unspecified) | -1 | 9 | -6 | 2 | -7 | 3 | 10 | -24

Remaining list, next part
SMILES | Gli-Sufu block | 697 NFkB inh | Jurkat NFkB inh | UBC13 polyUb | EBI2 antag | CXCR6 inh | CCR6 antagonist | APJ antag
CC(=O)c1cc(-c2ccc(F)cc2)n(CCC(=O)NC(C)(C)C)c1C | 2 | -5 | 4 | 10 | -5 | -1 | 9 | -4
CCN1C(=O)/C(=C2\C=Cc3ccccc3N2CC)OC1=S | 3 | 14 | 10 | -166 | 1 | -3 | 26 | 25
CCNC(=S)NNC(=O)C1CCCCC1 | 13 | 5 | 6 | 0 | 2 | 5 | 15 | 0
O=C(Nc1ccc(S(=O)(=O)NC2CCCCC2)cc1)c1ccc(Br)o1 | 9 | -18 | 17 | 8 | -3 | -5 | 15 | 1
Cc1ccc(-c2csc(N)n2)s1 | 0 | 12 | -1 | 23 | -9 | 1 | 9 | 1
CN(Cc1cccc(F)c1)C(=O)CSc1nnnn1C1CC1 | -10 | 2 | 4 | 1 | 9 | 4 | 2 | 20
CCCCCCc1cc2cc(-c3nnc(-c4ccccc4OC)o3)c(=O)oc2cc1O | -24 | 1 | 2 | -29 | -19 | -72 | -90 | -76
CCCCNC(=O)CN(c1cccc(Br)c1)S(C)(=O)=O | 0 | 6 | -10 | -3 | -1 | 3 | 18 | -15
COc1ccc2c(c1)O[C@@H](c1cccc(C(F)(F)F)c1)[C@H](OC(=O)Nc1ccc(OC(F)F)cc1)C2=O | 1 | -4 | 9 | 1 | x | x | 11 | 9
Cc1cccc(-c2ncc(CN3CCN(CC(C)C)C(CCO)C3)cn2)c1 (stereo unspecified) | 18 | -14 | -20 | 10 | -2 | -2 | -1 | -9
COC(=O)C1=C(C)NC(=S)NC1c1ccco1 (stereo unspecified) | -1 | -15 | 1 | -10 | -7 | -14 | 11 | 3
COc1ccc(OC)c(CNC(=O)Cn2nc(C)c3c(C)n(-c4ccc(C)cc4)nc3c2=O)c1 | 10 | -21 | 25 | -3 | 13 | -1 | 19 | 3
COC(=O)COc1ccc(S(=O)(=O)Nc2cc([N+](=O)[O-])ccc2C)cc1 | 12 | 4 | 12 | -1 | -11 | 4 | 6 | 30
Cc1cccc(NC(=O)CSc2nc(N)c(NC(=O)c3cccs3)c(=O)[nH]2)c1C | -10 | -11 | 7 | -3 | -5 | -10 | -1 | 17
Cn1c(=O)c2c(nc(CN3CCN(Cc4ccccc4)CC3)n2Cc2ccc(F)cc2)n(C)c1=O | 6 | 7 | -7 | 9 | 12 | 3 | 9 | 12
COCCCNc1nc2nonc2nc1N1CCN2CCCC2C1 (stereo unspecified) | -3 | 7 | 0 | -4 | -18 | -4 | 3 | 0
COc1ccc(S(=O)(=O)N(C)CC(=O)Nc2ccc3c(c2)OCCO3)cc1OC | 19 | 17 | 12 | 4 | 2 | -11 | 4 | 18
Cc1c(C)n(C(=O)CSc2nccn2C)c2ccccc12 | 3 | -19 | -7 | -3 | -7 | 4 | 2 | 4
COc1cc([N+](=O)[O-])ccc1NC(=O)C1C2C=CC(C2)C1C(=O)O (stereo unspecified) | -2 | 16 | 8 | -11 | 0 | 4 | 1 | 3
Cc1cccc(-n2c(Cc3cc(=O)[nH]c(=O)[nH]3)nnc2SCC(=O)NCC2CCCO2)c1 (stereo unspecified) | 11 | 9 | 1 | 3 | -8 | -6 | -6 | 20
CN(C)N1C(N)=C(C#N)C(c2ccc3c(c2)OCO3)C2=C1CC(C)(C)CC2=O (stereo unspecified) | -5 | 4 | -5 | 2 | 0 | -1 | 2 | 10
Cc1cc(C(=O)NCc2ccco2)on1 | -6 | -6 | -13 | -15 | 5 | 0 | 10 | 7
Cc1nc2ccccc2cc1OCc1ccc(Cl)cc1 | 53 | -17 | 24 | 1 | 7 | -8 | 13 | -2
COc1ccc(CN2CCCC(C(=O)N3CCCCC3)C2)c(OC)c1 (stereo unspecified) | 19 | -33 | -15 | -5 | -10 | -5 | -1 | 13
CS(=O)(=O)c1ccc(-c2cccc(NC(=O)COc3ccc(Cl)cc3)c2)nn1 | -30 | -12 | -5 | -5 | 0 | -3 | 11 | -13

From PubChem
